CHO-K1 Ca PAM: nonselective calcium activators in parental CHO-K1 cells, primary screen, counter-screen for M1 PAM project, cell-based, Fluo-8 calcium fluorescence, full deck, 1536-well; activation, % at 3 µM; 0.02% of 360,000 active; ATP EC20; 0% at ATP EC20, 100% at ATP max;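 active = activation above the run cutoff, the mean activation of all test compounds plus 3 SD, cut at about 40% in these data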;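 also: peak over basal fluorescence ratio in a 140 s read after ATP addition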
M1 ag: human M1 muscarinic receptor agonists, primary screen, Fluo-8 calcium fluorescence, CHO-K1 cells, HTS | activation, % at 3 µM | CHO-K1 hM1, agonist mode; 0% DMSO, 100% acetylcholine EC100 | AID 588814, 2011 | 0.33% of 360,000 active | Muscarinic acetylcholine receptor M1 (Homo sapiens), P11229;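 active = activation above the run's mean compound activation plus 3 SD, cut at about 16% in these data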;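 also: peak over basal fluorescence ratio within a 140 s kinetic read after compound addition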
Target sequence (P11229 whole entry, looked up): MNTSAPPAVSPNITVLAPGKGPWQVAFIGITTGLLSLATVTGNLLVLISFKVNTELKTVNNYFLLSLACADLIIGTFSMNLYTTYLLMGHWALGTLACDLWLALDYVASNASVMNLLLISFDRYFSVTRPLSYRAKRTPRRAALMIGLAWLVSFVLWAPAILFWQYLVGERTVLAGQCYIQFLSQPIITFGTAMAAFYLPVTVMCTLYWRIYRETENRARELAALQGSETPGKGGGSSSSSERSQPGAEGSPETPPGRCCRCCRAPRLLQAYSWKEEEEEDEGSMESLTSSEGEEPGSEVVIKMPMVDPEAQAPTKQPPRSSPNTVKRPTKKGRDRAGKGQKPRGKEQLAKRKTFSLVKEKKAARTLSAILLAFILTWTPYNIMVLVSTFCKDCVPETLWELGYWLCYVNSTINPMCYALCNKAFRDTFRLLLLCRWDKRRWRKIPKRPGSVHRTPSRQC
TAAR1 antagonist: human TAAR1 antagonists, primary screen, Fluo-8 calcium fluorescence, CHO RD-HGA16 cells; Trace amine-associated receptor 1 (Homo sapiens), Q96RJ0; antagonist; inhibition, % at 3 µM; 1.5% of 360,000 active;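 active = inhibition above a per-plate cutoff, the mean inhibition of test compounds on that plate plus 3 SD, cut at about 49% in these data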;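 also: 0% = DMSO plus EC80 beta-PEA response and 100% = DMSO alone without agonist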
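Material: CHO RD-HGA16 cells bearing hTAAR1; compound dosing: one-point dosing, 3 µM nominal final; schedule: dye loading 75 min at 37 °C, then 30 min room temperature; measured by: calcium fluorescence with Fluo-8; control set: vehicle and agonist controls; replication: n of 1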
M1 ag parental: counter-screen for M1 agonists: effect in parental CHO-K1 cells; Fluo-8 calcium fluorescence; scaled to maximal ATP response, vehicle zero; activation, % at 3 µM; 0.48% of 360,000 active; AID 602248, 2012; in the data active = activation above about 15%;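 also: untransfected CHO-K1 host cells lacking M1 receptor as counterscreen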
CHO parental Ca: ATP-evoked calcium signal inhibitors, parental CHO, primary screen, counter-screen for OX1R antagonist project, cell-based, fluorescence, Fluo-8 calcium dye | 0.63% of 330,000 active | AID 463079, 2010 | inhibition, % at 5.6 µM | parental CHO-K1, ATP-induced calcium, Fluo-8 fluorescence;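 active = inhibition above that plate's mean sample inhibition plus 3 SD, cut at about 26% in these data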;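 also: 0% = ATP-challenged DMSO wells and 100% = DMSO wells without ATP; some compounds past the cut are filed as inactive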
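Material: parental CHO cells / Compound: single nominal dose of 5.6 µM per compound / Signal: Fluo-8 fluorescence / Replicates: singlicate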
OXTR potentiator: human OXTR potentiators, primary screen, fluorescence, CHO-OTR cells, Fluo-8 calcium | Oxytocin receptor (Homo sapiens), P30559 | Fluo-8 calcium fluorescence, potentiator mode; 0% = oxytocin EC15, 100% = EC100 | activation, % at 3 µM | 0.061% of 320,000 active;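 active = activation above that plate's cutoff, the mean activation of tested compounds plus 3 SD, cut at about 6.6% in these data, passing the limit was not always enough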;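 also: 100% uses oxytocin at 75 nM as the full agonist control; some results filed as inactive read as strong as hits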
Target sequence (P30559 whole entry, looked up): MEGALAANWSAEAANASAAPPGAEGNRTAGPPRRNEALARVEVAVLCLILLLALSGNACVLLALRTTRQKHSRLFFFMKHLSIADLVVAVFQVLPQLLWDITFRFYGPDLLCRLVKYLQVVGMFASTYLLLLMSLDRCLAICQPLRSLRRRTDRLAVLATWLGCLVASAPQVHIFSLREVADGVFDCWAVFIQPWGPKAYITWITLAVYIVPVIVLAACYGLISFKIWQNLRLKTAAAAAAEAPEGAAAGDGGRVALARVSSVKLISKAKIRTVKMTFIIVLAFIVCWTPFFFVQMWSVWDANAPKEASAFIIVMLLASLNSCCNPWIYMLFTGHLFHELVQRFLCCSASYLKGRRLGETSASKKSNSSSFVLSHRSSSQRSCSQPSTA
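Assay system: CHO cell line stably expressing human OTR. Reagent: EC15 oxytocin agonist. Dosing: single dose, 3.0 µM nominal final compound concentration. Timing: compound 6 min at room temperature before oxytocin, 100 s read. Signal: kinetic Fluo-8 calcium fluorescence. Controls: oxytocin EC15 low and EC100 high.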
V1aR counter: agonists of human V1a receptor, primary screen, counter-screen for OXTR agonist project, fluorescence, CHO-V1R cells; Vasopressin V1a receptor (Homo sapiens), P37288; Fluo-8 calcium fluorescence, agonist mode; 0% DMSO, 100% 3 nM vasopressin; activation, % at 3 µM; 0.25% of 320,000 active;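 active = activation above the mean activation of all tested compounds plus 3 SD, per screening run, cut at about 20% in these data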;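 also: signal is peak over basal fluorescence ratio across a 100 second FLIPR read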
TAAR1 agonist: human TAAR1 agonists, primary screen, Fluo-8 calcium fluorescence, CHO RD-HGA16 cells; 0.99% of 360,000 active; Trace amine-associated receptor 1 (Homo sapiens), Q96RJ0; activation, % at 3 µM; vehicle wells 0%, saturating PEA agonist 100%;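 active = activation above the mean activation of all test compounds in the run plus 3 SD, cut at about 38% in these data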
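Test system: RD-HGA16 (CHO) cells co-expressing Gα16 and hTAAR1 / Benchmarks: DMSO vehicle as 0%, PEA at EC100 as 100% / Repeats: no replicates (n 1) / Measure: % activation from peak over basal fluorescence ratio, DMSO-to-PEA scaled / Timing: 17-24 h plating, Fluo-8 75 min 37 °C, 30 min RT / Technique: kinetic Fluo-8 calcium fluorescence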
CHO-K1 Ca antag: M1 antagonist counterscreen hit in parental CHO-K1 cells; inhibition, % at 3 µM; 0.6% of 360,000 active; ATP-induced calcium, Fluo-8 fluorescence;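 active = inhibition above a per-plate cutoff, the plate's mean sample inhibition plus 3 SD, cut at about 24% in these data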;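 also: 0% = DMSO plus EC80 ATP and 100% = DMSO alone without ATP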
An asterisk follows results filed as active; · = not tested or not shown.

SMILES	CHO-K1 Ca PAM	M1 ag	TAAR1 antagonist	M1 ag parental	CHO parental Ca	OXTR potentiator	V1aR counter	TAAR1 agonist	CHO-K1 Ca antag
CCOc1ccc(N(CC(=O)O)S(=O)(=O)c2ccc(OC)c(OC)c2)cc1	12	-4	4	0.2	-6	-17	0.5	1	4
N#Cc1c(-c2ccc(Cl)cc2)ccn2nc(CCC(=O)O)nc12	14	-1	0	0.1	8	2	0.3	9	-3
Cc1ccc(N2CC(O)=C(c3nc4ccccc4c(=O)[nH]3)C2=N)cc1C	-4	-4	12	0.5	-14	5	0.1	0	6
COc1ccc(-c2nc3ccccc3c(=O)n2CCOc2ccccc2C)cc1	6	-2	5	-0.1	-5	0	0.9	-1	-3
COc1ccc(NC(=O)CN(c2ccc(C(C)C)cc2)S(=O)(=O)c2c(C)noc2C)cc1OC	10	0	-18	0.1	-5	-6	0.9	2	4
N#CC1=C(N)Oc2cc3ccccc3cc2C1c1cccs1 (stereo unspecified)	17	-2	-48	0.4	-14	-17	-0.2	9	-9
CCCSc1nc2c(c(=O)n(C)c(=O)n2C)n1Cc1ccc(C)cc1	6	-2	29	0.2	-22	-8	0.4	53*	1
C/C(=N/Nc1nc(C)cc(C)n1)c1ccc(Br)cc1	14	-5	14	0.0	-8	-2	-0.5	1	-3
CCCCn1c(N)c(N(CCOC)C(=O)CN2C(=O)c3ccccc3C2=O)c(=O)[nH]c1=O	8	-3	-15	8.3	0	-8	0.3	0	2
Cc1cc(CNCc2c(C(=O)N(C)Cc3ccccc3)nc3ccccn23)nn1C	7	-11	13	0.5	-14	-3	0.1	4	4
O=C(O)c1ccccc1OCCN1CCCC1=O	14	-2	-7	0.7	2	-2	0.7	1	-11
COc1ccc(S(=O)(=O)N2CCCC2)cc1Br	15	1	1	4.8	-6	0	-0.3	0	-5
CCCCN(C(=O)CC1CCCCC1)c1c(N)n(CCCC)c(=O)[nH]c1=O	1	-2	-14	-0.6	·	·	·	0	-9
CC(C)(C)S(=O)(=O)/C(C#N)=N/Nc1ccc(Cl)cc1	9	1	10	11	11	-13	11	10	8
COc1ccc(C(=O)C2CCN(C(=O)c3ccc(F)cc3)CC2)cc1	8	0	6	3.8	12	-4	3.8	0	-4
N#Cc1ccc(NC2c3ccccc3CC2O)cc1 (stereo unspecified)	10	3	2	0.7	·	·	·	3	3
O=C(CC(C(=O)O)N1CCOCC1)Nc1ccc(Cl)cc1 (stereo unspecified)	9	-2	-1	-0.1	-6	0	0.5	11	-6
C=C1[C@H](C)CN(S(=O)(=O)C(C)(C)C)[C@H]1CCO	6	-2	0	0.4	·	·	·	2	-11
Cc1ccc(CONC(=O)c2cccc([N+](=O)[O-])c2)cc1	-9	-4	-1	0.0	-9	-5	0.8	0	-10
Cc1cc2nc3c(=O)n(CCc4ccccc4)c(=O)[nH]c3nc2cc1N	10	10	43	26*	30	-17	41*	39*	2
COc1cccc(C(=O)Nc2ccccc2C(=O)NCC2CCCO2)c1 (stereo unspecified)	-15	-3	-5	2.9	-17	-4	0.9	9	2
C[C@@H](NC(=O)[C@@H]1CCCN1C(=O)[C@@H]1CCCN1C(=O)c1ccccc1)c1ccccc1	9	·	-16	-0.4	·	·	·	0	-11
Cc1cccc(N/C=C/C(=O)c2ccc(Cl)cc2)c1	-15	-3	-5	-0.2	-27	-16	-0.6	5	5
CC1CCN(S(=O)(=O)c2ccc(C(=O)OC(C)C(=O)N(C)C3CCCCC3)cc2)CC1 (stereo unspecified)	9	-2	-5	1.0	-2	-12	-0.7	1	-20
O=C1CN(c2nc3ccccc3n3cnnc23)CC(=O)N1CCc1ccccc1	7	-1	1	2.0	-6	-7	2.0	-1	15
COc1cc(C(=O)Nc2ccc(OCC(=O)O)cc2)cc(OC)c1OC	-5	3	-15	-0.3	-14	-14	0.0	6	4
COc1ccc(C(=O)c2sc(Nc3ccc(NC(C)=O)cc3)nc2C)cc1	9	-1	2	2.3	-10	-9	3.5	8	-4
CC1CCCC(NC(=O)COC(=O)c2ccc(Br)o2)C1C (stereo unspecified)	24	-2	2	3.0	-12	-1	1.1	0	-3
CCOC(=O)C1(CCCc2ccccc2)CCN(Cc2cn(CC)nc2C)CC1	22	-14	9	3.8	-17	-7	5.9	10	6
CC1(C(=O)Nc2ccc(Cl)c(C(F)(F)F)c2)Cc2c(-c3ccccc3)ccnc2O1 (stereo unspecified)	13	-3	-17	0.5	·	·	·	0	-5
COc1cccc(-c2cc(C(=O)Nc3ccncc3)c3ccccc3n2)c1	11	-3	39	4.6	-13	-7	4.9	5	-10
O=C(Oc1ccc(N(Cc2cccs2)C2=NS(=O)(=O)c3ccccc32)cc1)c1ccco1	8	-1	-16	-0.1	-27	-14	-0.6	4	-5
O=C(NC(=S)NCCC1=CCCCC1)c1ccc(Br)o1	19	-13	10	0.7	-36	-10	-1.3	1	-9
O=C(NCc1ccccn1)c1ccc(CS(=O)(=O)Cc2ccc(Cl)cc2)o1	23	-4	-10	1.0	-12	-13	1.8	6	-17
c1nc(SSc2ncnc3nc[nH]c23)c2[nH]cnc2n1	16	2	-5	0.7	·	·	·	1	-15
CCCN(CCC)C(=O)Cn1c(=O)c2sccc2n2c(=S)sc(-c3ccccc3)c12	18	-2	-1	0.3	-9	-1	1.1	0	-5
CCOC(=O)C1(C(=O)OCC)C(C)CC(=O)N1c1ccccc1OC (stereo unspecified)	15	0	-9	0.3	·	·	·	1	-13
Cc1ccccc1CN1C(=O)c2ccccc2Sc2ccc(C(=O)NCCN3CCOCC3)cc21	6	-7	-4	1.7	-37	-8	3.3	18	-10
COc1ccc(-c2cc3ccccc3[nH]2)cc1	3	-2	6	0.7	-3	-2	0.7	0	-8
CC(C)C[C@H](NC(=O)c1nc[nH]c1C(=O)N[C@@H](CC(C)C)C(=O)OCc1ccccc1)C(=O)OCc1ccccc1	-3	-3	1	-0.3	-27	-13	0.9	0	-6
O=C(CNC(=O)c1ccccc1F)OC(C(=O)Nc1cc(C(F)(F)F)ccc1Cl)c1ccccc1 (stereo unspecified)	3	-7	-3	0.7	1	-5	1.3	15	-1
CCNC(=O)COc1ccc(CC)cc1	11	-5	-14	-0.6	-10	0	0.0	0	-4
Cc1ccc(C(=O)Nc2ccccc2C(=O)N2CCCCCC2)cc1	-3	-1	-24	0.5	-16	-1	-0.4	0	-21
Cc1ccc(NC(=S)N(CCCN(C)C)Cc2cc3cc4c(cc3[nH]c2=O)OCO4)c(C)c1	15	-2	20	0.7	-1	-4	0.4	3	-15
CC1CCN(C(=O)c2[nH]cnc2C(=O)NCCCCCNC(=O)OC(C)(C)C)CC1	-10	-4	10	1.3	-14	-8	1.5	8	-7
O=C1OC(CC(=O)N(Cc2nnc(-c3ccc(Cl)cc3)o2)C2CC2)c2ccccc21 (stereo unspecified)	-2	-7	-17	0.4	-44	-2	0.3	-2	-21
CC1(C)CC(=O)C=C(NCCN2CCN(C(=O)Nc3ccc(Cl)cc3)CC2)C1	16	-5	17	0.4	-27	-5	-1.1	0	-3
CN(CCCC(=O)N1CCN(c2ncccn2)CC1)S(=O)(=O)c1ccc(F)cc1	-1	-3	-2	2.1	-10	-4	1.8	-1	-9
COc1cc(NC(=O)CSCC(=O)N(C)C2CCCCC2)cc(OC)c1	2	-3	-22	1.1	-26	-6	0.3	0	-17
O=C(OCC1CC(c2ccccn2)=NO1)c1ccc(Br)cc1 (stereo unspecified)	27	-1	6	4.1	-4	-6	0.7	7	-25
Continuation.
SMILES	CHO-K1 Ca PAM	M1 ag	TAAR1 antagonist	M1 ag parental	CHO parental Ca	OXTR potentiator	V1aR counter	TAAR1 agonist	CHO-K1 Ca antag
NC(=O)C1=C[C@@H](C2CCCCC2)C[C@@H](OCCCCO)O1	-3	-2	4	0.5	-5	-10	-0.5	-1	-10
CC(C)[C@H](NC(=O)N1c2ccccc2NC(=O)[C@@H]1C(C)C)C(=O)N[C@H](Cc1ccccc1)C(=O)O	10	-1	-6	0.2	-10	0	0.3	1	0
NC(=O)c1ccccc1NC(=O)CSC1=NCCS1	6	-2	-6	2.5	-3	3	2.6	1	-11
CCOc1ccc2nc(NC(NC(C)=O)(C(=O)OC)C(F)(F)F)sc2c1 (stereo unspecified)	14	-1	-8	0.2	-12	-1	0.3	18	-25
COc1cccc(CNC(=O)CCC(=O)N2CCOCC2)c1	3	-3	4	0.2	-1	-4	0.9	6	-7
CCCn1c(COc2ccc(C(=O)O)cc2)nc2ccccc21	-4	-2	6	0.6	-12	-8	0.7	2	7
CC(=O)N1CCN(C(=O)COC(=O)COc2ccc(C#N)cc2)CC1	7	-1	-14	1.9	0	-5	0.4	1	-6
CCOc1cc(/C=C(\C#N)C(=O)Nc2ccccc2C(=O)O)ccc1OC(=O)c1ccc(C)cc1	17	2	-18	2.9	9	-5	-0.3	7	-4
CC1CCCN(CC(=O)Nc2ccc(S(=O)(=O)N3CCCCC3)cc2)C1 (stereo unspecified)	8	-12	-13	0.3	-17	-5	1.1	15	-18
Cc1ccc(C)c(NC(=O)Cn2c([N+](=O)[O-])cnc2C)c1	14	0	-3	0.4	1	-14	1.2	1	2
CC(=O)c1c(C)[nH]c(C(=O)Nc2cc(C)ccc2C)c1C	5	-2	9	1.0	-10	7	2.8	1	-1

Sorted by value in TAAR1 agonist (lowest first): 3 of the compounds above
canonical_smiles	TAAR1 antagonist	OXTR potentiator	TAAR1 agonist
NC(=O)C1=C[C@@H](C2CCCCC2)C[C@@H](OCCCCO)O1	4	-10	-1
NC(=O)c1ccccc1NC(=O)CSC1=NCCS1	-6	3	1
CCOc1ccc2nc(NC(NC(C)=O)(C(=O)OC)C(F)(F)F)sc2c1 (stereo unspecified)	-8	-1	18

Some of the entries so far, with two lines to a compound:
The line under a structure holds: CHO-K1 Ca PAM	M1 ag	TAAR1 antagonist	M1 ag parental	CHO parental Ca	OXTR potentiator	V1aR counter	TAAR1 agonist	CHO-K1 Ca antag
CCCn1c(COc2ccc(C(=O)O)cc2)nc2ccccc21
→ -4	-2	6	0.6	-12	-8	0.7	2	7
COc1cccc(CNC(=O)CCC(=O)N2CCOCC2)c1
→ 3	-3	4	0.2	-1	-4	0.9	6	-7
